HDAC3 inh – HDAC3 deacetylase inhibitors, primary screen, biochemical, fluorescence, cell-free homogeneous; recombinant HDAC3, fluorogenic peptide/trypsin coupled; inhibition, % at 8.3 µM; 0.15% of 320,000 active; AID 2718, 2010; in the data active means inhibition above about 26%, passing the limit was not always enough
Target sequence (O15379 whole entry, looked up): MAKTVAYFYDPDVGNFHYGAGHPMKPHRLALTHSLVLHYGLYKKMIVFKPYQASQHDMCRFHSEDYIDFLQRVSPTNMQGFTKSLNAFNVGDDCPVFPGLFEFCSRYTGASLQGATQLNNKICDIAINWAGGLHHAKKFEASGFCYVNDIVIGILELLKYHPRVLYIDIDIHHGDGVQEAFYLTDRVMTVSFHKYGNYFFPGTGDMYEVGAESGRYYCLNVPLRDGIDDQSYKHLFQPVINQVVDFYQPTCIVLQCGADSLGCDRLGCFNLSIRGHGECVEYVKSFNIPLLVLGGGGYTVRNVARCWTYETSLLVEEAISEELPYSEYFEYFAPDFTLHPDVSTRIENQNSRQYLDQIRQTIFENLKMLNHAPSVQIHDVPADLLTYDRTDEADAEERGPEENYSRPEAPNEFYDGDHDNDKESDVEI
KCNK3 block – human KCNK3 channel inhibitors, primary screen, CHO cells, FluxOR thallium flux, B-score; 0.84% of 340,000 active; FluxOR fluorescence; active compounds read low; Potassium channel subfamily K member 3 (Homo sapiens), O14649; AID 602410, 2012; B-score at 10 µM;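 active means B-score under library mean minus 4 SD, starting fluorescence ratio at most library mean plus 5 SD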;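 further: more negative B-score means stronger inhibition of thallium flux through KCNK3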
Target sequence (O14649 whole entry, looked up): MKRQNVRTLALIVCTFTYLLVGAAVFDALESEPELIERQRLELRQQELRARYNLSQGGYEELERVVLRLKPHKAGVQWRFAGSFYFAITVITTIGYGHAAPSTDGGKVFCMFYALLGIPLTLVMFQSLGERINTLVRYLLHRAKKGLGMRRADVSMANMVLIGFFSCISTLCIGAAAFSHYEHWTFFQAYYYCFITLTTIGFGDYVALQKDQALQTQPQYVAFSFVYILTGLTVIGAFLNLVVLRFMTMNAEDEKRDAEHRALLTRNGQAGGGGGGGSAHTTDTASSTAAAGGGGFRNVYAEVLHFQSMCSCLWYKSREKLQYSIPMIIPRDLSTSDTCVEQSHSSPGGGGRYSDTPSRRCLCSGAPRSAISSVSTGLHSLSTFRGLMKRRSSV
TMEM16A act – TMEM16A chloride channel activators or potentiators, primary screen, cell-based, HTS; Anoctamin-1 (Mus musculus), Q8BHY3; HEK293 TMEM16A/YFP-H148Q/I152L, iodide quench fluorescence; active compounds read low; B-score at 10 µM; 0.3% of 340,000 active; AID 623877, 2012;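 active means fluorescence-ratio B-score plate-corrected deviation score at least 3 library SD below zero, with starting fluorescence score within 5 deviations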;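 further: channel opened by trigger with iodide after compound preincubation; score built on the fluorescence ratio of max minus min over baseline; more negative score means more quench and so TMEM16A activation or potentiation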
Starred values were filed as active, the others as inactive; i = inactive. Only part of the results is shown (hit frequency here may not be typical).

SMILES | HDAC3 inh | KCNK3 block | TMEM16A act
O=C(COC(=O)c1cccnc1Cl)NC1CCCCC1 | 5 | i | i
CCN(C(=O)COC(=O)/C=C/c1ccc(OC(F)F)c(OC)c1)C1CCS(=O)(=O)C1 (stereo not drawn) | -5 | i | i
Cc1ccc(Br)c(NS(=O)(=O)c2cccc(C(=O)N3CCNC(=O)C3)c2)c1 | 0 | i | i
Cc1cc2c(c(CO)c1CCO)C(=O)[C@@H](C)[C@@H]2O | 4 | i | i
Cc1ccc(S(=O)(=O)N2CCN(CC(O)CN3CCOCC3)CC2)cc1 (stereo not drawn) | -15 | i | i
CC(Sc1nnnn1-c1ccc(O)cc1)C(=O)NNC(=O)c1ccc(F)cc1 (stereo not drawn) | -2 | i | i
Cc1ccc(NC(=O)C2CSC3(C)CCC(=O)N23)cc1S(=O)(=O)N1CCCCCC1 (stereo not drawn) | -1 | i | i
COc1cc(OC)c(N2CC(C(=O)Nc3cc(Cl)ccc3N3CCOCC3)CC2=O)cc1Cl (stereo not drawn) | -7 | i | i
CCCN1CCN(C(=O)c2ccc(F)c(S(=O)(=O)N3CCOCC3)c2)CC1 | 1 | i | i
CCN(CC(=O)Nc1ccccc1C(F)(F)F)C(=O)Cc1cccs1 | 2 | i | i
CC(=O)Nc1ccc(S(=O)(=O)Nc2ccc3nc(C)sc3c2)cc1 | -16 | i | i
O=C(CN1C(=O)NC2(CCc3ccccc32)C1=O)NCc1ccccc1Cl (stereo not drawn) | -2 | i | i
Cc1cc(C)c(NC(=O)CCc2c(C)noc2C)c(C)c1 | 0 | i | i
Cc1noc(C)c1S(=O)(=O)Nc1ccc2c(c1)CC(=O)N([C@H](C)CO)C[C@H](C)[C@@H](CN(C)CC1CC1)O2 | 1 | i | i
COc1ccc(CCNC(=O)/C=C/c2ccc(S(=O)(=O)N3CCOCC3)cc2)cc1 | 8 | i | i
O=C(NNC(=O)c1cc(Br)c(Br)s1)c1ccncc1 | 7 | i | i
O=c1oc(CCO)cc2ccc(C#Cc3ccsc3)cc12 | -32 | i | i
CCN(CC(=O)NCc1ccc(Cl)cc1)C(=O)c1sccc1C | 1 | i | i
Cc1ccsc1C(=O)OC(C)C(=O)Nc1ccc(Cl)cn1 (stereo not drawn) | 0 | i | i
CC(=O)Nc1ccc(C(=O)COC(=O)c2ccco2)c(F)c1 | 3 | i | i
CC(Sc1nnc(C2CC2)n1C1CC1)C(=O)N(C)C1(C#N)CCCCC1 (stereo not drawn) | -2 | i | i
O=C(C[C@@H]1C/C=C\C[C@H](NC(=O)OCC2c3ccccc3-c3ccccc32)C(=O)O[C@H](c2ccccc2)CNC1=O)NCCO | -3 | i | i
O=C(CCCOc1ccccc1)Nc1cc(S(=O)(=O)N2CCOCC2)ccc1N1CCOCC1 | 0 | i | i
CCN(C(=O)COC(=O)c1cccnc1SC)C1CCCCC1 | -4 | i | i
CCOC(=O)c1[nH]cnc1C(=O)NC1CCN(C(=O)OC(C)(C)C)CC1 | -8 | i | i

More compounds follow:
SMILES | HDAC3 inh | KCNK3 block | TMEM16A act
CC(C)[C@H](NS(=O)(=O)c1ccccc1)C(=O)OCC(=O)NC1CCCCC1 | -5 | i | i
O=C(CN1CCN(CC(=O)Nc2ccccc2Cl)CC1)NCC1(N2CCCCC2)CCCCC1 | 1 | i | i
O=S(=O)(c1ccccc1)c1nc(-c2ccc(F)cc2)oc1NCC1CCCO1 (stereo not drawn) | 4 | i | i
O=C(CN1CCN(c2ccccc2O)CC1)NC(=O)NCc1ccccc1 | 4 | i | i
CC1(c2ccccc2Cl)NC(=O)N(CC(=O)N2CCc3ccccc32)C1=O (stereo not drawn) | -3 | i | i
C=CCn1c(SCC(=O)NC2(C)CCS(=O)(=O)C2)nc2ccccc21 (stereo not drawn) | 2 | i | i
CN(C)c1ccc(S(=O)(=O)N2CCCCC2)cc1NC(=O)CCNC(=O)c1ccco1 | 0 | i | i
CCN(c1ccc(NC(=O)CSCc2c(C)noc2C)cc1)C(C)C | 0 | i | i
CS(=O)(=O)c1ccc(-c2sc3cc4c(cc3c2C(=O)NN2CCOCC2)OCO4)cc1 | -18 | i | i
COc1cc(OC)cc(-c2c(-c3ccc(F)cc3)c3cc(-c4cnc(OC)nc4)ccc3n2C)c1 | 9 | i | i
CC1CCCCN1C(=O)CN1C(=O)NC2(CCCCC2C)C1=O (stereo not drawn) | -3 | i | i
Clc1ccccc1-c1ccc2ncnc(NCc3cccs3)c2c1 | 7 | i | i
COc1ccc(N2CCN(C(=O)COC(=O)c3oc4ccccc4c3C)CC2)cc1 | -1 | i | i
COc1ccc(NC(=O)COC(=O)CO/N=C(\C)c2ccc3c(c2)OCO3)cc1S(N)(=O)=O | 6 | i | i
COC(=O)c1c(-c2ccc(SC)cc2)sc2ccccc12 | -5 | i | i
CCN(CC(=O)Nc1cccc(OC)c1)CC(=O)Nc1cccc2ccccc12 | 1 | i | i
CCN(CC(=O)Nc1ccc(NC(C)=O)cc1)C(=O)c1c(C)nn(-c2ccc(F)cc2)c1Cl | 4 | i | i
COc1cc(CCC(=O)N2CCN(S(=O)(=O)c3ccc(C)cc3)CC2)cc(OC)c1OC | -5 | i | i
CCCCOc1ccc(C(=O)NCC(=O)NC2CCCCC2)cc1 | 0 | i | i
CN(C)C(=O)c1ccc(NC(=O)c2cccc(S(=O)(=O)N3CCCCCC3)c2)cc1 | -2 | i | i
COc1cc2sc3cc(NCC[C@@H]4CCCN4C)ccc3c(=O)c2cc1OC | 4 | i | i
COc1ccc(C(=O)COC(=O)c2cc(C)no2)c(OC)c1 | 1 | i | i
CC(C)CC1Nc2ncnc(N3CCN(c4ccccn4)CC3)c2N(Cc2ccc(Cl)cc2)C1=O (stereo not drawn) | 8 | i | i
Cc1cccc(NC(=O)C2CCN(C(=O)c3ccccc3C)CC2)n1 | 0 | i | i
Cc1ccc(S(=O)(=O)N2CCCCC2)cc1NC(=O)CSc1ncccn1 | -11 | i | i

Single values from above.
Under HDAC3 inh, CS(=O)(=O)c1ccc(-c2sc3cc4c(cc3c2C(=O)NN2CCOCC2)OCO4)cc1 has -18
Under HDAC3 inh, CCN(c1ccc(NC(=O)CSCc2c(C)noc2C)cc1)C(C)C has 0
Under HDAC3 inh, O=C(CN1CCN(c2ccccc2O)CC1)NC(=O)NCc1ccccc1 has 4
Under HDAC3 inh, CC1(c2ccccc2Cl)NC(=O)N(CC(=O)N2CCc3ccccc32)C1=O (stereo not drawn) has -3

(further entries)
SMILES | HDAC3 inh | KCNK3 block | TMEM16A act
Cc1cccc(NC(=O)c2ccc(Cl)c(S(=O)(=O)N3CCc4ccccc43)c2)n1 | 9 | -11* | i
O=S(=O)(c1ccc2c(c1)OCCO2)C1CCC(S(=O)(=O)c2c(F)cccc2F)CC1 (stereo not drawn) | 40* | i | i
Cc1c(C(=O)OCC(=O)N(C)Cc2ccccc2)oc2ccccc12 | 9 | i | i
O=C(COC(=O)Cc1ccc(S(=O)(=O)N2CCOCC2)s1)Nc1ccc(F)cc1F | -1 | i | i
C[C@H]1COC(=O)[C@H](CC(=O)OC(C)(C)C)C/C=C\C[C@@H](CC(=O)N[C@H](CO)Cc2ccccc2)C(=O)N1 | -4 | i | i
COc1ccccc1CN(C)CC(=O)NC(=O)NC1CCCCC1 | -8 | i | i
COc1ccc(C(CNC(=O)COc2cccc(C)c2)N2CCCC2)cc1 (stereo not drawn) | -6 | i | i
O=C(COC(=O)c1ccc(Br)o1)NCc1ccc(F)cc1 | -3 | i | i
COc1ccc(-c2c(-c3cc(OC)cc(OC)c3)n(C)c3ccc(-c4ccc(OC)c(F)c4)cc23)cc1 | -4 | i | i
CN(c1ccccc1)S(=O)(=O)c1ccc(Cl)c(C(=O)NCC(c2ccco2)N2CCCC2)c1 (stereo not drawn) | 0 | i | i
O=C(CCNC(=O)c1ccc(Br)cc1)NNC(=O)c1ccccc1 | -3 | i | i
CC(NC(=O)COC(=O)c1cc(S(=O)(=O)N2CCOCC2)ccc1F)c1ccccc1 (stereo not drawn) | -3 | i | i
O=C(Nc1ccccc1N1CCOCC1)c1ccc(Cl)c(S(=O)(=O)N2CCCC2)c1 | 3 | i | i
CNC[C@H]1Oc2ccc(NC(=O)Cc3cn(C)c4ccccc34)cc2CC(=O)N([C@@H](C)CO)C[C@H]1C | 2 | i | i
COc1ccc(-c2csc(NCCn3c(C)nc4cc(C(F)(F)F)ccc43)n2)cc1 | 12 | i | i
CN(CCOc1ccc(Cl)cc1)C(=O)c1ccccc1SCC(=O)N1CCCC1 | -3 | i | i
COc1ccc(-c2coc3cc(OC4OC(CO)C(O)C(O)C4O)cc(O)c3c2=O)cc1 (stereo not drawn) | -8 | i | i
Cc1ccc(NC(=O)CN2C(=O)N/C(=C\c3ccco3)C2=O)cc1 | 4 | i | i
O=S(=O)(Nc1cccc(S(=O)(=O)N2CCCC2)c1)c1ccc(Cl)cc1 | -14 | i | i
O=C(/C=C/c1ccc(S(=O)(=O)N2CCOCC2)cc1)NCc1ccccc1F | -5 | i | i
Cc1ccc(CN(C)C(=O)CCNS(=O)(=O)c2ccccc2)o1 | -6 | i | i
COCCN(C(=O)c1ccc(-c2ccc(Cl)cc2)o1)c1c(N)n(CC(C)C)c(=O)[nH]c1=O | -6 | i | i
O=C(COC(=O)c1ccc([N+](=O)[O-])o1)NC1CCCC1 | 0 | i | i
NC(=O)C1CCN(C(=O)c2cc3c(s2)CCCCC3)CC1 | -2 | i | i
CCN1C(=O)[C@@H]2[C@@H](c3ccc(SC4CCCCC4)c(OC)c3)N3CCCC[C@@]3(C(=O)OC)[C@@H]2C1=O | -1 | i | i

The final seven compounds of the part before come first, to join the parts.
SMILES | HDAC3 inh | KCNK3 block | TMEM16A act
O=S(=O)(Nc1cccc(S(=O)(=O)N2CCCC2)c1)c1ccc(Cl)cc1 | -14 | i | i
O=C(/C=C/c1ccc(S(=O)(=O)N2CCOCC2)cc1)NCc1ccccc1F | -5 | i | i
Cc1ccc(CN(C)C(=O)CCNS(=O)(=O)c2ccccc2)o1 | -6 | i | i
COCCN(C(=O)c1ccc(-c2ccc(Cl)cc2)o1)c1c(N)n(CC(C)C)c(=O)[nH]c1=O | -6 | i | i
O=C(COC(=O)c1ccc([N+](=O)[O-])o1)NC1CCCC1 | 0 | i | i
NC(=O)C1CCN(C(=O)c2cc3c(s2)CCCCC3)CC1 | -2 | i | i
CCN1C(=O)[C@@H]2[C@@H](c3ccc(SC4CCCCC4)c(OC)c3)N3CCCC[C@@]3(C(=O)OC)[C@@H]2C1=O | -1 | i | i
CN(Cc1ccco1)C(=O)CN1C(=O)NC2(CCCCC2)C1=O | -12 | i | i
Cc1ccc(S(=O)(=O)N2CCN(C(=O)c3ccc4ccccc4n3)CC2)c(C)c1 | 9 | i | i
C[C@H](CO)N1C[C@H](C)[C@@H](CN(C)S(=O)(=O)c2ccc(F)cc2)Oc2ccc(NS(=O)(=O)c3cccs3)cc2C1=O | 0 | i | i
O=C(NCc1ccc(Cl)cc1)[C@@H]1CCCN1S(=O)(=O)c1ccc(Cl)cc1 | -1 | i | i
COc1ccccc1NC(=O)C(C)OC(=O)c1cc2ccccc2[nH]1 (stereo not drawn) | -1 | i | i
CC(=O)Nc1ccc(NC(=O)C(C)OC(=O)c2cccs2)cc1 (stereo not drawn) | 2 | i | i
COc1ccc([C@H]2CC(=O)C=C(c3ccccc3Oc3ccccc3)C2)cc1 | 11 | i | i
Cc1ccc(C(=O)N(C)CCOc2ccccc2)cc1S(=O)(=O)N1CCOCC1 | 5 | i | i
O=C(CCNS(=O)(=O)c1ccccc1C(F)(F)F)Nc1ccncc1 | 5 | i | i
CCN(CC(=O)Nc1c(F)cccc1F)C(=O)c1ccc(OCc2c(C)noc2C)cc1 | -5 | i | i
COc1cc(OC)cc(C(=O)NC(C(=O)NCc2ccccn2)C(C)C)c1 (stereo not drawn) | -4 | i | i
O=C(NCc1ccccn1)c1cccc(S(=O)(=O)Nc2ccccc2Cl)c1 | -3 | i | i
CN(C(=O)COC(=O)C12CC3CC(CC(Cl)(C3)C1)C2)C1(C#N)CCCCC1 | 1 | i | i
COc1ccc(NC(=O)CCc2ccccc2)cc1S(=O)(=O)N1CCCCC1 | 0 | i | i
O=C(Nc1ccncc1)C1CCN(S(=O)(=O)c2cccc(C(F)(F)F)c2)CC1 | -8 | i | i
CN(CC(=O)Nc1cccc(F)c1)C(=O)c1ccc(S(=O)(=O)N2CCCC2)cc1 | 0 | i | i
O=C1CCN(Cc2ccccc2)C=C1c1ccc2ccccc2c1 | 3 | i | i
CC1CCN(C(=O)c2ccc(CNS(=O)(=O)c3ccc(C(C)(C)C)cc3)cc2)CC1 | 10 | i | i
COCCN(CC(=O)Nc1ccccc1C(F)(F)F)C(=O)/C=C/c1cc(Cl)c2c(c1)OCO2 | 8 | i | i
O=C(Nc1ccccc1)c1nc[nH]c1C(=O)N1CCc2ccccc2C1 | -4 | i | i
Cc1cc(C(=O)COC(=O)c2ccc(NC(=O)CC#N)cc2)c(C)n1CCc1ccc(F)cc1 | 4 | i | i
Cc1ccc(C(=O)COC(=O)c2nc3nccc(C)n3n2)c(C)c1 | 6 | i | i
C[C@H](CO)N1C[C@H](C)[C@@H](CN(C)Cc2ccc(-c3ccccc3)cc2)Oc2c(NS(=O)(=O)c3cccs3)cccc2C1=O | -2 | i | i
O=C(CN1C(=O)NC2(CCCCCC2)C1=O)c1ccc(Cl)cc1 | -5 | i | i
CN(C(=O)c1ccc(NC(=O)C2CCCN(C(=O)OC(C)(C)C)C2)cc1)C1CCCC1 (stereo not drawn) | -7 | i | i
CCN(C(=O)COc1ccc(N(C)S(=O)(=O)c2ccc(NC(C)=O)cc2)cc1)C1CCCCC1 | 5 | -8.7* | i
O=C(CCCSc1ccccc1)Nc1ccc(Cl)c(S(=O)(=O)N2CCOCC2)c1 | 8 | i | i

Screening results (PubChem)
